Source: PubChem BioAssay (several laboratories)
phage Ecoli inh – E. coli growth loss with phage present; growth absorbance; inhibition, % at 11.9 µM; 0.26% of 360,000 active; in the data active means inhibition above about 11%
PfHsp90 yeast 2 – growth inhibition of yeast expressing Plasmodium Hsp90. S. cerevisiae expressing PfHsp90, BacTiter-Glo ATP, 48 h; yeast lacking PDR1 and PDR3 efflux regulators. inhibition, % at 9.4 µM. 0.32% of 310,000 active. AID 504621;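 active means every replicate shows inhibition above about 80%, whatever the replicate mean, limit read from the data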;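 further: 0% = DMSO neutral controls and 100% = 20 µM radicicol positive controls; yeast relying on Plasmodium falciparum Hsp90 in place of its own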
AddAB inh – less growth of phage-infected E. coli with AddAB; 0.29% of 330,000 active; inhibition, % at 11.9 µM; AID 435030; E. coli expressing H. pylori AddAB, absorbance growth; in the data active means inhibition above about 12%;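 further: 0% = vehicle wells of infected cells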
DAGLB inhibitor – blocks human DAGLB lipase activity. AID 504411. HEK293T DAGLB membrane lysate, EnzChek fluorogenic substrate. 0.059% of 340,000 active. Q8NCG7. inhibition, % at 5.17 µM; in the data active means inhibition above about 34%;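 further: 0% = enzyme with vehicle and 100% = wells lacking enzyme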
Target sequence (Q8NCG7 whole entry, looked up): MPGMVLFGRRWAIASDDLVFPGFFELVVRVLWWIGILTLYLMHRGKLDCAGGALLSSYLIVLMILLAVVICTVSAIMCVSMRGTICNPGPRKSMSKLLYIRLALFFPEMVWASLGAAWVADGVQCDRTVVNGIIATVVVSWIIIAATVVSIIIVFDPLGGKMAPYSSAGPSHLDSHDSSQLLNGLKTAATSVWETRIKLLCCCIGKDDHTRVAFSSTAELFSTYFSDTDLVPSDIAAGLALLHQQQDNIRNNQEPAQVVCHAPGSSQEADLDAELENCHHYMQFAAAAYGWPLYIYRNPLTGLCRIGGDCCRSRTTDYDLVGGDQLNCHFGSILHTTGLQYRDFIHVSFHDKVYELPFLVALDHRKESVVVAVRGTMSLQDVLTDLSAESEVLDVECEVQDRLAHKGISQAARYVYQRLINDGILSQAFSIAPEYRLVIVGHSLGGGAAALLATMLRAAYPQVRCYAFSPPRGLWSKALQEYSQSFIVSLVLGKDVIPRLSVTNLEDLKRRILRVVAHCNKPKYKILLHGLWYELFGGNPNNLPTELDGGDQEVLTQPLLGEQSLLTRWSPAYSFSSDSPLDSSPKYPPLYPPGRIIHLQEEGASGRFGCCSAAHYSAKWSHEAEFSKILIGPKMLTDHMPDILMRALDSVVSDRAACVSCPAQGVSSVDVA
Rtt109 HAT inh – inhibitors of Candida albicans Rtt109/Vps75 histone acetyltransferase. purified Rtt109/Vps75, ThioGlo CoA-SH fluorescence, 4 h. inhibition, % at 34.9 µM. 0.16% of 330,000 active. AID 540336;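 active means inhibition of at least 50% in every replicate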
Target sequence (Q5AAJ8 whole entry, looked up): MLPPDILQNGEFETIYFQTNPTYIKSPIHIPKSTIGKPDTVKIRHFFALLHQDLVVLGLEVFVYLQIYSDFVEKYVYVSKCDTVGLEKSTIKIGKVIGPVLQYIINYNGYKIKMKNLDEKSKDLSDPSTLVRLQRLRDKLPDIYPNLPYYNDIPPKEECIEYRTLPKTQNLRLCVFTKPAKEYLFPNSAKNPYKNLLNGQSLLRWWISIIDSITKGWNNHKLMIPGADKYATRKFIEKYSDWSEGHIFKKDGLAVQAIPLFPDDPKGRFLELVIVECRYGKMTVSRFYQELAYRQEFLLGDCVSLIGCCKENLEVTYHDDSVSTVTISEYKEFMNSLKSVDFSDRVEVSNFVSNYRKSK
Wnt bcat act – activators of Wnt/beta-catenin signaling | Wnt/beta-catenin reporter cell assay, activator, plate reader | activation, % at 9.35 µM | 1.2% of 300,000 active | AID 743398; in the data active means activation above about 30%, passing the limit was not always enough;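 further: 0% = neutral control wells and 100% = positive control wells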
CAL PDZ FP – blocks peptide binding to human CAL PDZ domain | Q9HD26 | purified CAL PDZ, TMR-peptide fluorescence polarization, 1 h | inhibition, % at 20 µM | 0.02% of 330,000 active;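 active means highest replicate inhibition of at least 40%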;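 further: plate controls were DMSO neutral control wells for no effect and unlabeled competitor peptide control wells for full effect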
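Material – purified CerCALP PDZ construct · Detection – FP readout, S and P plane fluorescence · Measure – percent inhibition from loss of millipolarization · Controls – unlabelled peptide for full inhibition, DMSO wells as neutral · Probe or stimulus – TMR-labelled reporter peptide T*-PRC34 bound in PDZ groove · Times – 1 h at RT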
PvdQ acylase – P. aeruginosa PvdQ acylase inhibition. purified PvdQ acylase, fluorescence plate reader. inhibition, % at 10 µM. 0.063% of 340,000 active; in the data active means inhibition above about 30%, passing the limit was not always enough;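 further: 0% = vehicle neutral wells and 100% = reference inhibitor wells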
Ecoli viability – bacterial growth inhibition, counter-screen for AddAB inhibitors. E. coli V3065 growth, OD600 absorbance, 18 h. inhibition, % at 11.9 µM. 0.27% of 330,000 active;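 active means inhibition above the campaign's mean inhibition across all tested compounds plus 3 SD, cut at about 9.9% in these data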;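 further: uninfected addAB+ strain grown without phage in ampicillin broth; 0% = DMSO wells and 100% = ciprofloxacin 0.95 µg/ml wells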
Tat export inh – inhibitors of E. coli Tat protein transport; inhibition, % at 10 µM; 0.036% of 340,000 active; E. coli MC4100 TorA-mCherry Tat export, fluorescence;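 active means mean replicate inhibition at least 50% and at least half of replicates individually reaching 50%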;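 further: exported cargo escapes ClpAP degradation while cytoplasmic cargo is degraded and loses fluorescence; 0% = median of neutral control wells and 100% = median of NaSCN control wells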
* hit, by the source's call; · = not tested or not shown. Rows were taken by chance; about 1.9% have a hit in one of these screens.

SMILES	phage Ecoli inh	PfHsp90 yeast 2	AddAB inh	DAGLB inhibitor	Rtt109 HAT inh	Wnt bcat act	CAL PDZ FP	PvdQ acylase	Ecoli viability	Tat export inh
Cc1nc2ccc(C(=O)O)cc2c2c1CC(C)S2 (configuration not stated)	1.6	20	2.7	-2	3	·	-0.3	-12	-3.0	-1
Cc1cccc(C(=O)c2c(N)sc3c2CCCC3)c1	2.9	1	1.6	-2	15	37*	-2.2	-3	0.1	-11
Cn1c(CCN2CCN(c3ccccn3)CC2)nc2cc(NC(=O)COc3ccc(Cl)cc3)ccc21	0.3	-3	-0.5	3	2	-4	-3.9	-7	-1.4	-1
CCN1CCN(c2ccc(S(=O)(=O)N3CCCCC3)cc2NC(=O)COc2ccccc2)CC1	0.5	·	1.4	0	5	-2	-3.8	0	0.7	1
CCc1ccccc1NC(=O)Nc1ccc(F)cc1	5.9	1	1.1	-3	·	2	-3.0	-2	-2.2	-8
COc1c(C)cccc1C(=O)Nc1ccc(N2CCN(C(=O)c3ccccc3C)CC2)cc1	-2.1	24	2.1	-1	-11	20	-2.7	-8	0.2	8
C=CCN(CC(=O)NCc1ccc(OC)cc1)C(=O)c1csnn1	1.5	-2	4.2	0	-22	-3	-0.6	7	0.7	11
C=CCN1C(=O)C(Cc2ccc(OC)cc2)SC1=Nc1ccc(C(=O)O)cc1 (configuration not stated)	2.6	13	0.8	-1	5	-1	-2.4	-16	1.3	-1
CCOc1ccc2nc(NC3=NC(c4ccc(OC)cc4)CC(=O)N3)nc(C)c2c1 (configuration not stated)	2.4	5	0.8	-2	1	0	-9.7	-7	-1.1	-28
CSc1cccc(NC(=O)COC(=O)c2ccccn2)c1	2.1	-6	2.5	2	-2	2	-1.2	-1	-2.6	0
Cc1ccc(NC(=O)CSc2nnc(C3COc4ccccc4O3)o2)c(Cl)c1 (configuration not stated)	2.1	-12	-1.1	1	-3	-2	-1.7	-5	-2.4	1
CC1CC2C(C(O)CC3(C)C2CCC3(O)C(=O)CO)C2(C)C=CC(=O)C=C12 (configuration not stated)	1.4	-3	·	0	6	-5	-0.9	-17	·	6
COc1ccc(OC)c(NC(=S)NCCC(c2ccccc2)c2ccccc2)c1	-1.7	-39	0.2	0	-5	-6	-0.9	-6	5.1	-3
O=C1N/C(=N\N=C\c2cccs2)SC1Cc1ccc(Cl)c(Cl)c1 (configuration not stated)	0.5	31	-0.9	1	-2	8	-2.4	-7	-1.4	-1
Cc1ccc2c(N)[nH]nc2n1	4.3	9	0.5	0	-1	-3	0.2	-7	-3.0	0
CCNc1nnc(-c2ccc(C)cc2)o1	1.7	71	3.6	1	12	-5	-1.7	-16	1.3	5
COc1ccc(CN2CCc3cc(OC)c(OC)cc3C2)cc1O	-0.8	19	2.9	0	7	1	0.6	12	-0.3	0
NCC(O)COCCC12CC3CC(CC(C3)C1)C2 (configuration not stated)	2.2	17	0.1	-3	-2	·	-1.7	-17	-1.4	0
Cc1nnc(SCC(=O)N2CCN(C(=O)c3ccco3)CC2)n1C	5.0	22	0.1	-1	-3	-3	-0.4	-16	1.1	4
Cn1c(SCC(=O)NC2CCCc3ccccc32)nnc1C1CC1 (configuration not stated)	4.6	-30	·	0	-11	1	-1.2	-10	·	-3
Clc1cccc(-c2nnc3n2CCCCC3)c1	3.1	-28	6.0	-1	7	-1	-1.8	6	0.9	-9
CN1CCN(C(=S)NCCc2ccccc2)CC1	0.7	9	0.4	-1	6	2	-0.3	-10	-1.2	-3
COc1cccc(CNC(=S)NC2CC2)c1	3.0	2	1.2	-4	0	0	-0.8	-9	1.8	-4
CCOc1ccc(S(=O)(=O)N2CCCCC2)cc1NC(=O)C1CSC2(C)CCC(=O)N12 (configuration not stated)	3.5	·	0.8	0	4	14	-2.2	-15	0.6	-7
COc1ccc(CCNC(=O)C(=O)NCC2OCCN2S(=O)(=O)c2ccc(Br)cc2)cc1 (configuration not stated)	2.3	-13	0.6	-2	12	-2	-0.5	7	-1.1	4
CCOc1ccc(N2Cc3ccccc3C2)cc1	0.1	5	-4.2	3	12	-1	-1.5	6	-0.9	4
CCOC(=O)c1cnc2c(cnn2C)c1NCCCN(C)C	2.2	-5	1.3	-1	25	·	1.1	5	-0.8	-2
O=C(c1ccc(Br)cc1)N1CCN(S(=O)(=O)c2ccccc2)CC1	2.1	14	2.7	-3	6	2	-0.5	-20	-2.2	-9
O=C(CSc1ccc(-c2ccc(Cl)cc2)nn1)Nc1ccc2c(c1)OCCO2	3.0	-20	1.2	-9	1	9	-0.8	-20	-1.2	-7
Oc1ccc2c(c1)oc1cc(O)ccc12	1.1	0	1.5	2	4	·	-1.0	-15	-2.1	2
Cc1cccc(C)c1NC(=O)CSCC(=O)O	2.6	-4	1.6	0	-11	1	-0.5	2	2.0	-5
CC(C)Cn1c(N)c(C(=O)CSc2ccc3c(c2)OCCO3)c(=O)n(C)c1=O	3.1	-13	2.1	-1	3	-3	-1.0	4	0.2	1
CC(=O)N1c2ccc(S(=O)(=O)N3CCCC3C(=O)Nc3ccc(C)cc3)cc2CC1C (configuration not stated)	1.1	24	5.3	-2	3	3	0.0	-7	-1.1	2
C=CCNC(=O)c1ccc(N(CC=C)S(C)(=O)=O)cc1	0.8	-7	4.1	-3	-12	-5	-2.2	-5	-1.4	-18
CC(C)OC(=O)c1c(NS(=O)(=O)c2ccccc2)sc2c1CCCC2	2.5	3	-1.8	-4	2	-2	1.4	9	0.6	-3
CN(C)S(=O)(=O)c1cccc(-c2csc(N/N=C/c3ccco3)n2)c1	0.8	7	-1.2	5	-1	4	-3.2	-4	1.3	6
CCOC(=O)C1=C(COC(=O)c2ccccc2OC(F)F)NC(=O)NC1C (configuration not stated)	5.6	15	2.7	0	4	1	0.7	-10	-1.1	-5
CCCOc1ccc(C2C(=O)N(C3CCCCC3)CC(=O)N2CCC)cc1OC (configuration not stated)	3.5	-3	-1.1	-1	7	·	0.5	29	-1.4	-15
CCOc1ccc(CN2CCN(CCCn3cccn3)CC2CCO)cc1 (configuration not stated)	0.5	-17	1.0	-3	-25	-1	0.0	-9	0.8	3
CCOC(=O)C(C)NC(=O)Cn1ncc2c(=O)oc3ccc(C)cc3c21 (configuration not stated)	0.6	-8	-1.3	2	-2	4	-1.9	-15	-1.2	-6
CC(=O)Nc1ccc(N2C(=O)CSC2c2ccc([N+](=O)[O-])cc2)cc1 (configuration not stated)	3.2	-5	0.5	-1	-3	-1	·	-10	1.9	2
CCC(C)NC(=O)CSc1nnc(-c2ccc(Cl)cc2)n1N (configuration not stated)	2.7	-29	-0.4	0	30	-1	-1.7	8	0.5	0
COc1ccc(CNC(=O)C[C@H]2C(=O)N(C3CCCCC3)C[C@@H]2Cc2ccccc2)cc1	2.5	-5	1.4	4	-8	0	-0.3	-21	-1.2	-1
Cn1c(-c2ccc(F)cc2)cnc1SCC(=O)Nc1ccccc1	3.6	-85	-2.5	-2	0	0	-2.3	-9	-1.7	2
Cc1sc2nc(CSCC(=O)N3CC(C)OC(C)C3)[nH]c(=O)c2c1C (configuration not stated)	8.0	·	·	1	0	0	-0.9	-7	·	0
O=S(=O)(O/N=C1\CCCc2ccccc21)c1ccccc1	1.1	5	0.1	2	6	0	-1.5	3	-4.4	-1
O=C(CSc1nc2ccccc2c(=O)n1NC(=O)c1ccccc1)c1ccccc1	4.0	4	3.7	1	-11	·	-1.7	-13	-1.3	-6
Clc1cc(Br)ccc1OCCn1ccnc1	-0.5	·	0.9	6	-3	-3	·	-13	-1.9	-2
COc1ccccc1N1CCN(C(=O)CSc2nc(N)cc(=O)[nH]2)CC1	2.2	-2	1.8	0	1	·	·	1	-0.2	1
CC(C)(C)OC(=O)C[C@H]1C/C=C\C[C@@H](CC(=O)N(CCO)Cc2ccccc2)C(=O)N2CCC[C@H]2COC1=O	0.8	25	3.4	-2	-8	-1	0.5	-7	-4.8	-1
COc1ccc(OC)c(/C=N\NC(=O)c2ccc(-c3ccccc3)cc2)c1	1.2	18	·	-5	-10	-1	-2.0	-1	·	-6
C#CCOCCOCCOCCNc1nc(N2CCN(C(=O)[C@H](Cc3ccc(O)cc3)n3cc([C@@H](N)C(C)CC)nn3)CC2)nc(N2CCN(C(=O)[C@H](Cc3cc4ccccc4[nH]3)n3cc([C@@H](N)C(C)CC)nn3)CC2)n1 (some centres not stated)	·	1	2.1	1	8	·	0.4	16	-2.0	-12
CCCCC1(Br)C(=O)N(c2ccccc2)N(c2ccccc2)C1=O	4.4	-30	-1.3	-5	18	1	-0.1	2	-2.8	-11
Cc1ccc(NC(=O)C2CCN(S(=O)(=O)c3c(C)n[nH]c3C)CC2)nc1	3.5	-12	3.9	-2	-1	·	-0.8	-1	-1.6	0
S=c1[nH]c(-c2cccs2)cn1-c1ccccc1	-1.2	-29	0.6	0	12	9	-2.5	6	-3.5	2
CC(C)CNC(=O)CCCc1ccccc1	3.3	-4	0.2	-1	-13	·	0.0	-8	0.2	2
O=C(CNC(=O)c1cccc(-n2cnnn2)c1)Nc1ccc(F)c(F)c1	-1.1	·	0.1	0	4	-1	-1.4	-7	-0.7	9
COc1cc(C(=O)NC(=S)NNC(=O)c2ccc3c(c2)OCO3)cc(OC)c1OC	-0.8	13	-5.3	4	8	-1	1.9	-6	-4.8	-2
CCCc1cc(C(=O)N(C2CCCCC2)C2CCCCC2)no1	1.3	-3	0.6	-13	0	-1	-0.2	-14	-0.8	12
Cn1c(SCC(=O)N/N=C/C=C\c2ccccc2[N+](=O)[O-])nc2ccccc21	1.7	-1	2.1	-1	-6	2	-0.3	-4	-0.8	1

Among those listed so far, four contain fluorine.
SMILES	phage Ecoli inh	PfHsp90 yeast 2	AddAB inh	DAGLB inhibitor	Rtt109 HAT inh	Wnt bcat act	CAL PDZ FP	PvdQ acylase	Ecoli viability	Tat export inh
CCc1ccccc1NC(=O)Nc1ccc(F)cc1	5.9	1	1.1	-3	·	2	-3.0	-2	-2.2	-8
CCOC(=O)C1=C(COC(=O)c2ccccc2OC(F)F)NC(=O)NC1C (configuration not stated)	5.6	15	2.7	0	4	1	0.7	-10	-1.1	-5
Cn1c(-c2ccc(F)cc2)cnc1SCC(=O)Nc1ccccc1	3.6	-85	-2.5	-2	0	0	-2.3	-9	-1.7	2
O=C(CNC(=O)c1cccc(-n2cnnn2)c1)Nc1ccc(F)c(F)c1	-1.1	·	0.1	0	4	-1	-1.4	-7	-0.7	9

Carrying on.
SMILES	phage Ecoli inh	PfHsp90 yeast 2	AddAB inh	DAGLB inhibitor	Rtt109 HAT inh	Wnt bcat act	CAL PDZ FP	PvdQ acylase	Ecoli viability	Tat export inh
OCc1n[nH]c(CO)n1	1.3	-6	2.8	-1	-2	·	0.1	-18	0.2	-13
COc1ccccc1CNC(=O)C(CCSC)NC(=O)C1CCC(C)CC1 (configuration not stated)	0.9	-31	2.0	-1	6	-3	-4.3	-12	-0.5	-5
Cc1c(C2(O)CCCCC2)[nH]c2ccc(C#N)cc12	3.6	·	3.5	-3	6	-4	-0.4	-16	-1.4	14
O=C(NCCc1nc2ccccc2[nH]1)Nc1ccccc1	0.6	-16	2.6	3	-1	2	·	0	-0.2	4
CCN(CC)CCN(Cc1cc2cc3c(cc2[nH]c1=O)OCO3)C(=S)NCc1ccco1	2.9	7	-0.2	0	8	-3	13	-15	1.9	-5
